PHOSPHO1 inh – PHOSPHO1 (human) inhibition; recombinant PHOSPHO1, absorbance phosphatase assay; Q8TCT1; 290,000 tested, 1.1% active; inhibition, % at 13.3 µM; AID 1565; in the data active = inhibition above about 60%
Target sequence (Q8TCT1 whole entry, looked up): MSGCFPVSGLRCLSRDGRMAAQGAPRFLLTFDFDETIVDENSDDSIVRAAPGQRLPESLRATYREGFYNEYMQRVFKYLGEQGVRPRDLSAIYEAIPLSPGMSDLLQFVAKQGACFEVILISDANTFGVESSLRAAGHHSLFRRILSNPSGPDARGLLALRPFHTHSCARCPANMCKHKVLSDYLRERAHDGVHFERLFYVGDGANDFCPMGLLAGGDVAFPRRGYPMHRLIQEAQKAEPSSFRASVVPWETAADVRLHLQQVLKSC
MEKK3 PB1 HTS – MEKK3-MEK5 PB1 interaction, increase or decrease; Q99759; bead-based flow cytometry, Alexa488-MEK5 binding to MEKK3; actives lie on both sides; 0 = blocked by unlabeled MEK5, 100 = vehicle; binding response (% of control), % at 10 µM; 290,000 tested, 1.4% active; AID 1529;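 active = binding response more than 3 SD above or below the average of its plate-row segment, actives on both sides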;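 note: Alexa488 bead fluorescence after subtracting the streptavidin-only scavenger bead signal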
Target sequence (Q99759 whole entry, looked up): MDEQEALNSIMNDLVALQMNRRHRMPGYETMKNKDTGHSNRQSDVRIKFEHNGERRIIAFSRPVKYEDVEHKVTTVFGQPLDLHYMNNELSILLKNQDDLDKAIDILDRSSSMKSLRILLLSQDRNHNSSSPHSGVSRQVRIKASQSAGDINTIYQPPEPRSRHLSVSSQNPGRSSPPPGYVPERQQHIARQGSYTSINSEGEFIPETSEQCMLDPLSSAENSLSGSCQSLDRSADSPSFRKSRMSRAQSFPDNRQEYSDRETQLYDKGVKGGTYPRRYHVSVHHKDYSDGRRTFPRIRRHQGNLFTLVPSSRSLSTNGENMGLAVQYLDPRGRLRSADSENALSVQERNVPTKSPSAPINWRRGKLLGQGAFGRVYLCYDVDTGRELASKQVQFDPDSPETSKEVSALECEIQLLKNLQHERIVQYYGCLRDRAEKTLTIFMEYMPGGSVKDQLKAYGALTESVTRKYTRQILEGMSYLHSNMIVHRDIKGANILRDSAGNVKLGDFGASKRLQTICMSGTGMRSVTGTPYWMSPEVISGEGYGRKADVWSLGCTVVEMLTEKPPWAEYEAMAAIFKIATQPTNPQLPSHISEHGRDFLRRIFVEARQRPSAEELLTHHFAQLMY
DNA FID counter – counter-screen for HCV NS3 helicase inhibitors: DNA intercalator displacement | DNA fluorescent intercalator displacement, fluorescence | inhibition, % at 7.9 µM | AID 1845 | 290,000 tested, 0.17% active; in the data active = inhibition above about 37%;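 note: 0% = vehicle and 100% = reference compound; higher means more ethidium bromide displaced from hairpin DNA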
IMP-1 inhibitor – inhibitors of Pseudomonas aeruginosa IMP-1 metallo-beta-lactamase; purified IMP-1, nitrocefin hydrolysis, epi-absorbance fluorescence; inhibition, % at 5.6 µM; 290,000 tested, 0.45% active;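 active = inhibition above the mean plus 3 SD of all compounds in the same screening run, cut at about 4.5% in these data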;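 note: 0% = IMP-1 with DMSO and 100% = DMSO wells lacking enzyme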
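system = purified recombinant IMP-1 beta-lactamase | amount = 0.2 nM IMP-1, as dispensed | medium = HEPES buffer pH 7.1 with ZnSO4 and Brij 35 | times = 25 °C, 15 min preincubation, 25 min reaction | detection = plate fluorescence quenching by hydrolysis product, ex 480/em 530 nm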
HCV NS3 hel inh – inhibitors of Hepatitis C virus NS3 helicase | NS3 helicase DNA unwinding, Cy5 molecular beacon fluorescence | AID 1800 | inhibition, % at 10.9 µM | 290,000 tested, 0.56% active;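 active = inhibition above the mean of all tested compounds plus 3 SD, set per campaign, cut at about 35% in these data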;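 note: 0% = DMSO wells and 100% = thioflavine S control wells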
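Control set: DMSO versus 110 µM thioflavine S; Material: NS3 helicase fragment of HCV; Measured by: Cy5 fluorescence at 0 and 60 min, beacon hairpin quenching; Read-out basis: percent inhibition from t60/t0 fluorescence ratio; Times: reaction time 60 min, 25 °C; Repeats: single replicate; Compound dosing: single dose, 10.9 µM nominal final, DMSO 0.8% final.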
IDE act – boosts human insulin-degrading enzyme activity in HEK cells; P14735; FAbeta-B cleavage, fluorescence polarization; 0% vehicle, 100% cell-free pure enzyme wells; activation, % at 5.96 µM; 340,000 tested, 0.073% active; AID 493087;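 active = activation above the mean of all tested compounds plus 3 SD, set per screening campaign, cut at about 17% in these data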
VIM-2 inhibitor – blocks Pseudomonas aeruginosa VIM-2 metallo-beta-lactamase; purified VIM-2, nitrocefin hydrolysis, epi-absorbance fluorescence; inhibition, % at 5.6 µM; 290,000 tested, 0.89% active; AID 1527;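 active = inhibition above the mean of all tested compounds plus 3 SD, cutoff set per screening run, cut at about 7.5% in these data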;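 note: red hydrolysis product quenches plate fluorescence so inhibitors raise well fluorescence; 0% = enzyme with DMSO and 100% = DMSO without enzyme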
SUMO HTRF inh – SUMOylation inhibition. HTRF SUMOylation assay, SAE1/SAE2 + UBC9, in vitro. inhibition, % at 35 µM. P63279. 290,000 tested, 0.36% active; in the data active = inhibition above about 50%, passing the limit was not always enough; note: strong numbers were not always called active
p-CIP stab down – compounds decreasing mouse p/CIP protein stability. Q05BA5. F442A p/CIP-EGFP cells, EGFP fluorescence, 16 h. decrease of EGFP signal, % at 10 µM. 290,000 tested, 0.01% active. AID 1984;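 active = EGFP signal decrease of at least 30% at 10 µM or well 3 SD below plate mean, unless failing retest; inactive = the rest, including hits failing retest or dose response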; note: some compounds called inactive have numbers as strong as hits; many of its hits are not listed in these tables
* marks the source's active call; other numbers are inactive results; / = not tested or not shown; [ ] = dose if it differs, or a comment. The list is partial. The share of hits here may be higher or lower than overall.

SMILES	PHOSPHO1 inh	MEKK3 PB1 HTS	DNA FID counter	IMP-1 inhibitor	HCV NS3 hel inh	IDE act	VIM-2 inhibitor	SUMO HTRF inh	p-CIP stab down
CC1CCN(S(=O)(=O)c2ccc(NC(=O)CN3CCCC(C)C3)cc2)CC1 (configuration not stated)	3	15*[inhibitor]	15	-2.5	-6	5	-4.4	6	-3
Cc1ccc(N2C(=O)c3ccccc3C2Nc2cccnc2)nc1 (configuration not stated)	-17	105	-3	0.4	-1	-1	-1.2	2	-6
CC1(C)CC(=O)c2sc(NS(=O)(=O)c3ccc(F)cc3)nc2C1	34	106	-24	-2.0	2	6	-3.2	1	-7
O=C(CSc1nc(-c2ccccc2F)nc2nc[nH]c12)Nc1c(Cl)cc(Cl)cc1Cl	-2	103	2	0.1	-3	/	-2.6	14	3
CCCCC(=O)NNC(=S)NC(=O)C(c1ccccc1)c1ccccc1	-10	102	-10	-2.2	27	8	-6.0	-42	-7
CCCCCCCCCn1cc(C(C)=O)c(=O)[nH]c1=O	8	97	-6	-2.3	6	5	-1.2	7	-10
CCCC(C(=O)NCc1ccco1)N(CC1CCCO1)C(=O)CNS(=O)(=O)c1ccc(F)cc1 (configuration not stated)	22	97	-35	-1.6	7	0	0.0	-2	-13
CCCNC(=S)N1CCN(CC)CC1	-4	126	7	-2.7	0	4	-0.2	-1	-1
COc1ccc(C(C(=O)NC(C)(C)C)N(Cc2ccc(F)cc2)C(=O)CCC(=O)Nc2cc(C)on2)cc1 (configuration not stated)	32	100	-44	-3.1	-22	3	-0.6	13	-5
COc1ccc(CN(Cc2cccnc2)C(=S)NCCc2ccccc2)cc1OC	40	94	-25	0.3	-13	-3	0.0	3	-6
Cc1ccc(CNC(=O)Nc2ccc(Cl)cc2)cc1	-34	102	1	1.7	5	3	1.8	15	-6
Cc1cc(C)c(NC(=O)CS(=O)CC(=O)NCC2CCCO2)c(C)c1 (configuration not stated)	10	100	-4	-3.2	3	3	-4.5	0	4
N#CC1=C(N)NC(SCc2ccccc2)=C(C#N)C12CCCCC2	16	/	7	-3.0	-6	-7	-2.8	-16	3
CCN(CC)S(=O)(=O)c1ccc(C)c(NC(=S)N2CCN(c3ccccn3)CC2)c1	-7	100	-18	-1.9	-15	2	0.9	4	-6
CCNc1nc(NCC)nc(Nn2cnnc2)n1	-26	105	-5	-2.4	-4	2	-2.7	9	6

Quoted at random: four entries already listed, in no set order.
SMILES	PHOSPHO1 inh	MEKK3 PB1 HTS	DNA FID counter	IMP-1 inhibitor	HCV NS3 hel inh	IDE act	VIM-2 inhibitor	SUMO HTRF inh	p-CIP stab down
CCCCC(=O)NNC(=S)NC(=O)C(c1ccccc1)c1ccccc1	-10	102	-10	-2.2	27	8	-6.0	-42	-7
Cc1cc(C)c(NC(=O)CS(=O)CC(=O)NCC2CCCO2)c(C)c1 (configuration not stated)	10	100	-4	-3.2	3	3	-4.5	0	4
COc1ccc(C(C(=O)NC(C)(C)C)N(Cc2ccc(F)cc2)C(=O)CCC(=O)Nc2cc(C)on2)cc1 (configuration not stated)	32	100	-44	-3.1	-22	3	-0.6	13	-5
CCCCCCCCCn1cc(C(C)=O)c(=O)[nH]c1=O	8	97	-6	-2.3	6	5	-1.2	7	-10

Back to the main list, starting 5 compounds before the break.
SMILES	PHOSPHO1 inh	MEKK3 PB1 HTS	DNA FID counter	IMP-1 inhibitor	HCV NS3 hel inh	IDE act	VIM-2 inhibitor	SUMO HTRF inh	p-CIP stab down
Cc1ccc(CNC(=O)Nc2ccc(Cl)cc2)cc1	-34	102	1	1.7	5	3	1.8	15	-6
Cc1cc(C)c(NC(=O)CS(=O)CC(=O)NCC2CCCO2)c(C)c1 (configuration not stated)	10	100	-4	-3.2	3	3	-4.5	0	4
N#CC1=C(N)NC(SCc2ccccc2)=C(C#N)C12CCCCC2	16	/	7	-3.0	-6	-7	-2.8	-16	3
CCN(CC)S(=O)(=O)c1ccc(C)c(NC(=S)N2CCN(c3ccccn3)CC2)c1	-7	100	-18	-1.9	-15	2	0.9	4	-6
CCNc1nc(NCC)nc(Nn2cnnc2)n1	-26	105	-5	-2.4	-4	2	-2.7	9	6
COc1ccc(Cc2nc3ccc(C(=O)N4CCCC4)cc3o2)cc1OC	4	104	-30	-0.8	4	-1	-4.9	2	-4
COc1ccc(CNC(=O)C2CCN(C(=O)c3ccc(-c4ccccc4)cc3)CC2)cc1	27	98	-42	-1.7	-17	-1	-2.6	-8	-5
COc1ccc(/C=C(\C#N)C(=O)OCC(=O)NCc2ccccc2Cl)cc1	-11	94	1	-1.0	-7	7	-4.0	55*	-1
COC(=O)c1ccc(N)c(CS(=O)(=O)c2ccc(Cl)cc2)c1	33	101	-8	-0.6	2	2	1.1	25	-7
CN(C)C1(CNCC(O)c2ccccc2)CCCCC1 (configuration not stated)	42	98	1	-0.7	3	1	-0.7	18	-20
Cc1ccc(O)c(-c2cc(C(=O)Nc3ccc(S(=O)(=O)N4CC(C)OC(C)C4)cc3)[nH]n2)c1 (configuration not stated)	3	123*	4	-2.5	-5	-5	-4.5	-6	-5
COc1cc(Sc2ccc(C)cc2)c(OC)cc1N	-45	72	8	1.0	25	-1	1.4	-4	-7
COc1ccc(C(=O)c2cn[nH]c2-c2ccc(C)cc2O)cc1	33	105	-20	-1.6	-8	-2	-3.2	-3	5
CC(NC(=O)C1CCC1)c1ccc2c(c1)OCO2 (configuration not stated)	5	103	6	-0.4	-8	-7	-0.8	-1	2
CCOc1ccc(N2CC(C(=O)NCc3ccc(F)cc3)CC2=O)cc1 (configuration not stated)	11	89	-7	-0.3	-4	3	-0.9	76	4
Cn1c(=O)[nH]c(=O)c2c1nc(NCCO)n2CCOc1ccccc1	18	103	-5	-3.6	-7	-1	-0.7	19	-10
COc1ccc2ccccc2c1CNc1nnnn1C	42	89	4	-1.3	-3	4	-1.3	-2	0
Cc1nn(-c2cccc(Cl)c2)nc1C(=O)O	28	96	1	0.4	-1	2	0.3	14	2
O=C(NCCc1ccccc1)C(=O)NCC1OCCN1S(=O)(=O)c1cccs1 (configuration not stated)	43	104	-20	-3.4	4	5	-5.1	11	11
C=CCSC1=N/C(=C\c2ccc(C)o2)C(=O)S1	49	101	-4	0.6	9	1	-0.6	3	-2
COc1ccc(CCNC(=O)C2CC(=O)N(c3ccc(C)cc3)C2)cc1OC (configuration not stated)	28	102	-24	-2.5	-1	4	0.8	16	-21
CCOC(=O)C(C)Oc1ncnc2cccc(F)c12 (configuration not stated)	-23	101	-1	-2.4	-5	-2	-2.8	8	-6
COc1ccc(NC(=O)Nc2ncn(Cc3cccc(C(F)(F)F)c3)n2)cc1OC	0	97	-20	-3.0	3	-4	-1.0	-28	0
CC(CC(=O)NCC1CCCO1)c1ccccc1 (configuration not stated)	-1	100	-3	0.1	-2	1	-1.4	-2	-5
CCOC(=O)c1[nH]c2ccc(OC)cc2c1NC(=O)c1nonc1C	-10	69	-1	-2.1	0	1	-1.7	17	-6
Cc1nnc(SCC(=O)N(C)C2CCS(=O)(=O)C2)n1Cc1ccccc1 (configuration not stated)	39	103	-1	0.0	3	2	0.9	-3	-4
CC(C)=CCC/C(C)=C/C(=O)O	4	99	/	/	/	5	/	4	16
Cc1c(N/C(=N/S(=O)(=O)c2ccc(F)cc2)c2ccccc2)c(=O)n(-c2ccccc2)n1C	6	99	-16	-1.5	11	1	-2.8	5	9
CN1CCN(NC(=O)c2ccc(Cl)cc2Cl)CC1	14	99	0	0.2	4	7	-1.3	-8	-2
Cc1cc(C)c(S(=O)(=O)N2CCCCC2)c(C)c1N(C)S(=O)(=O)c1ccccc1	20	96	-22	-2.0	-12	0	-2.1	9	-8
C=CCOc1ccc(CNc2nccs2)cc1	4	108	-4	-3.6	0	1	-3.1	8	8
Cc1ccc(NC(=O)c2ccc(Cn3cc(Cl)cn3)o2)c(C)c1	26	107	-28	-1.4	5	1	-1.8	14	-8
COc1ccc(/C=C2/SC(=S)N(Cc3ccccc3)C2=O)cc1O	39	87	28	0.5	-4	3	0.6	-13	-12
Cc1cc(Br)ccc1NC(=O)C(C)c1ccc([N+](=O)[O-])cc1 (configuration not stated)	-14	102	6	-3.3	-24	3	-1.6	-5	-8
OC(CNCC1COc2ccccc2O1)COCc1cccs1 (configuration not stated)	9	104	11	-3.0	-5	2	-4.6	-1	0

Given with bars between the fields: part of the list above
canonical_smiles | PHOSPHO1 inh | MEKK3 PB1 HTS | DNA FID counter | IMP-1 inhibitor | HCV NS3 hel inh | IDE act | VIM-2 inhibitor | SUMO HTRF inh | p-CIP stab down
N#CC1=C(N)NC(SCc2ccccc2)=C(C#N)C12CCCCC2 | 16 | / | 7 | -3.0 | -6 | -7 | -2.8 | -16 | 3
COc1ccc(CN(Cc2cccnc2)C(=S)NCCc2ccccc2)cc1OC | 40 | 94 | -25 | 0.3 | -13 | -3 | 0.0 | 3 | -6
O=C(CSc1nc(-c2ccccc2F)nc2nc[nH]c12)Nc1c(Cl)cc(Cl)cc1Cl | -2 | 103 | 2 | 0.1 | -3 | / | -2.6 | 14 | 3

Other results follow:
SMILES	PHOSPHO1 inh	MEKK3 PB1 HTS	DNA FID counter	IMP-1 inhibitor	HCV NS3 hel inh	IDE act	VIM-2 inhibitor	SUMO HTRF inh	p-CIP stab down
CCC(C)NC(=O)c1cnn2c1NC(c1ccc3c(c1)OCO3)CC2C(F)(F)F (configuration not stated)	-4	102	-14	-2.5	-14	3	-1.7	1	0
S=C(NCc1ccccc1)N1CCCCC1	15	102	-3	-3.3	-4	1	-3.1	0	3
CC(=O)OCCC(NS(=O)(=O)OCC(Cl)(Cl)Cl)c1ccccc1 (configuration not stated)	-7	99	-18	-3.2	6	6	-0.7	-14	-4
COCCCNC(=S)NC(=O)c1ccc(C)cc1	-7	92	-4	0.8	-10	3	-0.9	7	-8
O=C(Nc1ccc(NC(=O)C2CC2)nc1)c1ccccc1F	27	102	-6	-3.7	3	-8	-3.5	-1	-4
Cc1ccc2[nH]c(=O)c(CN(CC3CCCO3)C(=O)c3ccncc3)cc2c1 (configuration not stated)	-3	98	-16	-5.0	-7	6	-0.7	9	6
O=C(Nc1ccc2oc(-c3ccccc3)nc2c1)c1ccc2c(c1)OCCO2	15	103	-5	-0.1	-9	-12	-1.9	-1	-1

Bioassay records deposited in PubChem by several laboratories.
